TLR4 MyD88 blk: inhibitors of human TLR4-MyD88 binding; 0.06% of 16,000 active; Cell-based TLR4-MyD88 binding inhibition assay; inhibition, % at 10 µM; Toll-like receptor 4 (Homo sapiens), O00206; in the data active = inhibition above about 45%
NOTCH ag: agonists of NOTCH signaling. NOTCH signaling luciferase reporter cells, luminescence. activation, % at 2.5 µM. 0.4% of 15,000 active. AID 434982, 2010; in the data active = activation above about 2.2%
KOR antag MB: antagonists of human kappa opioid receptor OPRK1, Maybridge library. OPRK1 cells, antagonist mode, fluorescence readout. inhibition, % at 9 µM. 0.4% of 16,000 active. AID 652031, 2013; in the data active = inhibition above about 50%
Nox1 inhibitor: inhibitors of human NADPH oxidase 1 (Nox1); Q9Y5S8; HT29 cells, luminol chemiluminescence ROS; inhibition, % at 6.7 µM; 0.81% of 16,000 active
Target sequence (Q9Y5S8 whole entry, looked up): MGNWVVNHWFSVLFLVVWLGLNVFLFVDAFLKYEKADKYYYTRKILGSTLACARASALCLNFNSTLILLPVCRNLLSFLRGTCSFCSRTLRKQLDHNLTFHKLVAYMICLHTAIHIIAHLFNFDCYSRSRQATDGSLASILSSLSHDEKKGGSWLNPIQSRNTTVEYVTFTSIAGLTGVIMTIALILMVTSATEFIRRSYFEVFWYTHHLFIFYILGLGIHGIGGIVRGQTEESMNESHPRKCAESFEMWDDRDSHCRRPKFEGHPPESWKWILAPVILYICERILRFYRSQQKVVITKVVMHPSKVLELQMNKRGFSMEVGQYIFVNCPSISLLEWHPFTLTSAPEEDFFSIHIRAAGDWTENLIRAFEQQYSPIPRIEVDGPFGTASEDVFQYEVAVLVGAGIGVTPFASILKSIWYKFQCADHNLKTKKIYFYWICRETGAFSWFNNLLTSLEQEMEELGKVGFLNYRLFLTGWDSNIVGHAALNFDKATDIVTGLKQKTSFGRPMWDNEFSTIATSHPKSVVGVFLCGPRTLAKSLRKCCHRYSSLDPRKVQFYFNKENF
PME-1 Maybridge: inhibitors of human PME-1 in Maybridge library; Protein phosphatase methylesterase 1 (Homo sapiens), Q9Y570; recombinant PME-1, FP-Rh probe fluorescence polarization; inhibition, % at 9 µM; 0.5% of 16,000 active; AID 2291, 2010; in the data active = inhibition above about 30%
S1P1 ag: activates the human S1P1 receptor | S1P1 agonist cell-based reporter assay | activation, % at 4.5 µM | AID 1044, 2008 | 1.5% of 16,000 active; in the data active = activation above about 80%
Target sequence (P21453 whole entry, looked up): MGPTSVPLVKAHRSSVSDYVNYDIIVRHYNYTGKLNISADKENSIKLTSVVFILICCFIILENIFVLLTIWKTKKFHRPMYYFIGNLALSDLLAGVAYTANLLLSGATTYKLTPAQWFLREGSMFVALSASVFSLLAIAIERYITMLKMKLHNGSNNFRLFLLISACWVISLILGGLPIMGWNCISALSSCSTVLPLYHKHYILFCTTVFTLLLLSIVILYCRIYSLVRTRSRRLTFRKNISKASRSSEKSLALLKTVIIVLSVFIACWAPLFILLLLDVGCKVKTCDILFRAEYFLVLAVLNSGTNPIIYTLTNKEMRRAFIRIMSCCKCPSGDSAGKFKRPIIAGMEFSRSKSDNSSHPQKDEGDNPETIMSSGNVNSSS
luminol inh ctr: counter-screen for Nox1 inhibitors: inhibitors of luminol chemiluminescence. HRP/luminol/H2O2 chemiluminescence counterscreen. inhibition, % at 6.7 µM. 0.4% of 16,000 active; note: reference of the scale not given here
rat GALR2 ag: agonists of rat galanin receptor 2 (GALR2); AID 833, 2007; cell-based GALR2 agonist screen; activation, % at 10 µM; 0.5% of 16,000 active; in the data active = activation above about 15%
Active calls of the source: *; x = not tested or not shown. Cut-off read from the data, not from the text of the source, unless noted: active = inhibition above about 75%; inactive = the rest.

A first look (three entries):
1	O=C(c1ccccc1)n1ccc2ccccc21
2	Cc1c(-c2ccnc(N)n2)nnn1-c1ccc(Cl)cc1Cl
3	O=[N+]([O-])c1ccc(CSc2nc3cc(Cl)c(F)cc3[nH]2)cc1

screen / no.	1	2	3
TLR4 MyD88 blk	3.1	-2.8	-8.7
NOTCH ag	-0.5	-0.3	0.2
KOR antag MB	-4.5	-16.5	-10.8
Nox1 inhibitor	-68.8	-18.5	10.8
PME-1 Maybridge	-1.8	5.7	-22.7
S1P1 ag	-1.2	14.2	1.1
luminol inh ctr	3.1	-0.6	-6.8
rat GALR2 ag	-3.2	-7.3	-10.5

This part in full, from the first entry:
1	O=C(c1ccccc1)n1ccc2ccccc21
2	Cc1c(-c2ccnc(N)n2)nnn1-c1ccc(Cl)cc1Cl
3	O=[N+]([O-])c1ccc(CSc2nc3cc(Cl)c(F)cc3[nH]2)cc1
4	N=C(N)SCc1ccc([N+](=O)[O-])o1
5	O=C(O)CCn1nc(Nc2ccccc2)n(-c2ccccc2)c1=S
6	CC(=O)NC(c1ccc(Cl)cc1)n1ccnc1 (stereo not given)
7	O=C(NC(=S)NC12CC3CC(CC(C3)C1)C2)c1ccccc1
8	COCCCNC(=S)NNC(=O)c1ccc(C(C)(C)C)cc1

screen / no.	1	2	3	4	5	6	7	8
TLR4 MyD88 blk	3.1	-2.8	-8.7	8.3	x	-1.7	x	-0.9
NOTCH ag	-0.5	-0.3	0.2	-0.2	0.1	-0.3	-0.5	-0.2
KOR antag MB	-4.5	-16.5	-10.8	-1.1	17.8	15.3	12.3	-9.9
Nox1 inhibitor	-68.8	-18.5	10.8	-78.0	15.2	-12.8	29.4	8.7
PME-1 Maybridge	-1.8	5.7	-22.7	-3.2	9.0	-5.4	5.4	5.1
S1P1 ag	-1.2	14.2	1.1	-18.4	-3.4	-4.8	-8.3	-4.4
luminol inh ctr	3.1	-0.6	-6.8	4.7	-4.2	0.7	-3.6	36.6
rat GALR2 ag	-3.2	-7.3	-10.5	-3.6	-3.7	-7.3	1.6	-5.5

9	CN(C1CCCCC1)S(=O)(=O)c1cccs1
10	CC1(C)CC(=O)C=C(SCc2ccc([N+](=O)[O-])cc2)S1
11	CC(C)Cc1ccc(C(C)C(=O)O/N=C(\N)c2cccs2)cc1 (stereo not given)
12	Cc1sc2c(c1C)-c1nc(SCC(=O)C(C)(C)C)ncc1S(=O)(=O)N2C
13	COc1cc2c(=O)oc(-c3cccc(C(F)(F)F)c3)nc2c(OC)c1OC
14	CCc1cccc(C)c1N(C(C)=O)C1=NCCC(=O)S1
15	CC1(c2ccccc2)CC(c2ccccc2)=C(C#N)C(=O)N1 (stereo not given)
16	O=S(=O)(c1cccs1)N1CCCN(CCc2ccccc2)CC1

screen / no.	9	10	11	12	13	14	15	16
TLR4 MyD88 blk	2.6	-13.0	-4.5	-0.8	-10.4	3.0	-3.8	-4.1
NOTCH ag	0.5	-0.5	-0.5	1.6	-0.6	0.8	-0.4	-0.3
KOR antag MB	15.8	5.2	-14.3	-11.3	-0.7	1.8	-9.3	6.9
Nox1 inhibitor	-63.5	-47.8	-1.2	-15.2	-4.3	15.8	5.8	-57.1
PME-1 Maybridge	-0.2	-1.4	-2.5	-1.2	-1.5	7.6	6.5	1.0
S1P1 ag	3.5	1.1	-1.9	-15.8	-12.2	-5.0	3.0	-28.0
luminol inh ctr	1.9	3.2	0.8	-2.5	-1.8	-4.9	-6.6	0.9
rat GALR2 ag	-6.0	-8.2	-7.0	-4.5	-6.7	-5.1	-8.0	-1.2

17	Cc1ccc(OCC(=O)O)c([N+](=O)[O-])n1
18	Cc1ccc(NC(=O)O/N=C(\N)c2ccc(NS(C)(=O)=O)cc2)cc1
19	CC(C)c1ccc(NS(=O)(=O)c2ccc(C#N)cc2Cl)cc1
20	CN(C)n1cccc1/C=C(\C#N)C(=O)c1ccco1
21	S=c1[nH]nc(-c2cccs2)n1/N=C/c1cn(-c2ccccc2)nc1-c1ccc(Cl)cc1
22	O=C(Nc1ccncc1)c1ccccc1
23	CC(=O)Nc1ccc(NC(=O)c2c(Cl)cccc2Cl)c(C)c1
24	S=C1NC(c2ccccc2)=CC(c2ccccc2)N1 (stereo not given)

screen / no.	17	18	19	20	21	22	23	24
TLR4 MyD88 blk	4.5	-4.8	-2.8	-0.9	0.5	12.0	-2.6	-1.2
NOTCH ag	-0.5	x	0.1	-0.6	-0.2	-0.6	1.1	-0.4
KOR antag MB	15.0	3.4	-3.2	4.9	-11.7	1.6	8.4	6.9
Nox1 inhibitor	-60.1	15.8	-20.2	-5.3	2.0	-71.0	39.4	19.5
PME-1 Maybridge	-1.6	0.2	2.7	-1.5	12.0	-3.6	-3.5	7.6
S1P1 ag	-8.0	-1.8	7.9	-8.2	-14.3	4.0	-1.6	11.1
luminol inh ctr	2.1	-5.0	1.8	6.5	-4.2	3.6	1.3	-4.9
rat GALR2 ag	-8.0	-6.3	-4.2	-6.1	-6.6	-4.8	41.2*	-5.2

25	NNC(=O)c1nn(-c2ccccc2)c(=O)cc1O
26	NC(=O)c1ccccc1OCCOc1ccccc1C(N)=O
27	COc1ccc(Oc2ccc([N+](=O)[O-])c(Oc3ccc(OC)cc3)n2)cc1
28	COc1c2c(c(OC)c3occc13)OC(C(=O)O)CC2=O (stereo not given)
29	COc1cc2c(cc1OC)C(c1ccc(Cl)cc1Cl)NC(=O)C2 (stereo not given)
30	CN1C(=O)N(c2ccc(Cl)cc2)C(C)(O)CC1(C)C (stereo not given)
31	Cc1cc(C)n(-c2cc(-c3ccccc3)nc3ncnn23)n1
32	CSc1nnc(-c2ccc(C(F)(F)F)cn2)o1

screen / no.	25	26	27	28	29	30	31	32
TLR4 MyD88 blk	-0.4	-25.3	-1.7	-4.2	3.8	-0.4	-10.7	2.1
NOTCH ag	-0.4	-0.3	-0.9	-0.4	0.6	-0.2	-0.1	0.0
KOR antag MB	-2.7	-0.1	1.8	14.9	15.2	-0.5	-7.8	-0.1
Nox1 inhibitor	-61.1	-26.3	-55.7	-29.5	24.4	-31.6	-49.0	-9.4
PME-1 Maybridge	-4.4	-1.3	6.1	-5.1	3.9	2.3	-0.9	3.8
S1P1 ag	9.6	-1.3	88.1*	-12.8	10.8	-1.6	-12.5	-3.5
luminol inh ctr	9.6	-1.6	3.1	1.5	-6.5	-4.1	1.5	0.3
rat GALR2 ag	-4.6	-8.5	-5.3	-3.4	-4.1	-3.5	-1.7	-6.2

33	CC(C)(C)C(=O)CSC1=NNC(c2ccccn2)S1 (stereo not given)
34	O=S(=O)(Oc1ccc(Oc2ccccc2)cc1)c1ccc(Cl)cc1
35	NC(=O)c1c(C(F)(F)F)cc(C(F)(F)F)cc1C(F)(F)F
36	Cc1c(NC(=O)c2nccnc2C(=O)O)c(=O)n(-c2ccccc2)n1C
37	Cc1nc(-c2nc(CC(=O)NNC(=O)Nc3cccc(C(F)(F)F)c3)cs2)cs1
38	Nc1nc(C2COc3ccccc3O2)ncc1S(=O)(=O)c1ccc(Cl)cc1 (stereo not given)
39	Cc1cc(-c2noc(-c3ccccc3)n2)no1
40	CC(C)C(NC(=O)OCc1ccccc1)C(=O)NC(Cc1ccc(O)cc1)C(=O)O (stereo not given)

screen / no.	33	34	35	36	37	38	39	40
TLR4 MyD88 blk	1.6	-0.2	-6.5	-4.3	x	-1.8	3.9	2.8
NOTCH ag	-1.6	-0.3	0.0	0.7	-0.8	-0.4	-0.2	-0.6
KOR antag MB	-6.8	15.3	19.6	8.7	-21.3	7.5	29.7	1.3
Nox1 inhibitor	15.8	5.3	-28.1	-1.9	-60.9	2.0	-41.7	-55.8
PME-1 Maybridge	3.0	-2.4	0.0	1.9	-3.8	2.0	-0.4	0.2
S1P1 ag	5.6	-0.9	-5.4	1.2	67.8	2.2	-6.7	-5.6
luminol inh ctr	-0.2	3.0	2.1	-2.7	8.2	-4.9	4.8	10.3
rat GALR2 ag	-1.8	-6.9	-3.6	-4.4	-5.4	8.8	-3.4	-5.9

41	CCCN(CCC)S(=O)(=O)c1ccc(C(=O)NNC(=O)/C=C/C(=O)O)cc1
42	Cc1ccc(CSc2nnc(-c3cnccn3)s2)cc1
43	COC(=O)c1sccc1NS(=O)(=O)c1ccc(N2C(=O)CC3(CCCC3)C2=O)c(Cl)c1
44	Cc1noc(C)c1C(=O)OCc1ccc(-c2ccc(F)cc2F)o1
45	Nc1cccc2nsnc12
46	COc1cc(/C=N/N2CC(=O)N(c3ccc(Cl)cc3)CC2=O)cc(OC)c1OC
47	NNS(=O)(=O)c1ccc(-c2ccccn2)s1
48	CCOC(=O)c1sc2nc(C)cc(C)c2c1NC(=O)Nc1cccc(Cl)c1

screen / no.	41	42	43	44	45	46	47	48
TLR4 MyD88 blk	-12.7	7.8	-1.0	0.6	-2.2	-9.4	-13.8	3.8
NOTCH ag	-0.7	-0.2	0.7	-5.0	0.0	x	-0.3	-0.1
KOR antag MB	8.4	-3.1	-13.9	-7.8	7.6	-12.5	1.8	3.7
Nox1 inhibitor	11.6	-46.0	17.1	15.0	4.4	-8.9	2.2	2.6
PME-1 Maybridge	-4.6	4.1	9.2	-1.7	2.3	-0.6	-0.7	0.1
S1P1 ag	-14.4	93.0*	19.0	19.2	-15.8	-8.5	-7.0	9.0
luminol inh ctr	-1.2	-0.3	-7.3	-7.2	-5.3	2.4	-0.3	-3.4
rat GALR2 ag	-5.8	-0.8	-8.0	-7.3	-6.4	-7.7	-8.0	-2.4

49	O=C(NNc1ccccc1C(F)(F)F)c1sccc1Br
50	N#CCSc1ncccc1C(F)(F)F
51	CCOC(=O)C1CCN(c2ccc([N+](=O)[O-])cn2)CC1
52	CSc1c(C#N)c(-c2cccs2)nn1CNC(=O)Nc1ccccc1C(F)(F)F
53	CC(=O)OCC(=O)C1(O)CCC2C3CCC4=CC(=O)C=CC4(C)C3C(O)CC21C (stereo not given)
54	CN(C)/C=C1/C(=O)NN=C1CSc1ccc(Cl)cc1
55	Cc1nc(C(=O)N/N=C/c2[nH]ncc2Br)cs1
56	COc1ccc(OCCOc2ccc(OC)cc2)cc1

screen / no.	49	50	51	52	53	54	55	56
TLR4 MyD88 blk	-5.3	5.6	1.4	4.9	7.5	2.0	13.4	2.5
NOTCH ag	0.2	0.1	-0.5	-1.0	-0.1	-0.2	-0.8	-0.4
KOR antag MB	-14.4	24.4	4.3	-4.6	-16.1	0.2	-1.0	16.4
Nox1 inhibitor	67.4	-73.9	-34.7	-17.6	1.9	11.5	-25.8	-24.5
PME-1 Maybridge	2.0	0.4	-2.9	-0.8	19.6	4.9	-5.4	-2.0
S1P1 ag	-1.4	5.5	-6.5	-26.7	20.2	-1.1	8.7	12.7
luminol inh ctr	-0.5	-0.1	5.0	1.9	-2.6	-3.5	3.0	-0.6
rat GALR2 ag	-1.0	-6.1	-5.3	-5.3	-4.1	-4.7	-0.1	-7.1

57	COc1ccc(-c2ccnc(SCC(=O)NCCSCc3ccco3)n2)cc1
58	CC(N=Cc1cc(Cl)ccc1O)c1ccc2c(c1)OCCO2 (stereo not given)
59	c1ccc(Sc2nc(-c3ccccc3)ns2)cc1
60	FC(F)(F)c1ccc2cccc(C(F)(F)F)c2n1

screen / no.	57	58	59	60
TLR4 MyD88 blk	-1.0	6.1	-4.8	0.5
NOTCH ag	0.1	1.2	-1.2	-0.1
KOR antag MB	-16.3	8.5	0.2	4.7
Nox1 inhibitor	-69.3	10.3	-21.6	-46.3
PME-1 Maybridge	-5.7	0.8	-43.8	-2.2
S1P1 ag	2.2	-17.8	75.5	6.2
luminol inh ctr	1.5	-5.7	2.2	1.2
rat GALR2 ag	-6.2	0.9	-5.1	-6.4
